# Source: PubChem (Broad Institute)
# PGC1a acetyl inh = modulators of PGC1a acetylation; U2OS PGC1a acetylation, AlphaScreen anti-acetyl-lysine; with virally co-expressed GCN5 acetyltransferase; inhibition, % at 15.6 µM; 0.17% of 350,000 active;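 active means every replicate shows inhibition of at least 40%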;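 further: 0% = neutral control wells and 100% = positive control wells; some results beyond the cut were filed as inactive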
# ERAP1 inh = ERAP1 (human) enzyme inhibition; Q9NZ08; recombinant ERAP1, Leu-AMC fluorescence, 60 min; inhibition, % at 10.7 µM; 0.15% of 340,000 active;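 active means mean replicate inhibition of at least 30%, or all replicates individually reaching that 30% level; inactive means mean below 30% and not every replicate reaching it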;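 further: 0% = neutral control wells and 100% = L-leucinethiol positive control wells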
# Target sequence (Q9NZ08 whole entry, looked up): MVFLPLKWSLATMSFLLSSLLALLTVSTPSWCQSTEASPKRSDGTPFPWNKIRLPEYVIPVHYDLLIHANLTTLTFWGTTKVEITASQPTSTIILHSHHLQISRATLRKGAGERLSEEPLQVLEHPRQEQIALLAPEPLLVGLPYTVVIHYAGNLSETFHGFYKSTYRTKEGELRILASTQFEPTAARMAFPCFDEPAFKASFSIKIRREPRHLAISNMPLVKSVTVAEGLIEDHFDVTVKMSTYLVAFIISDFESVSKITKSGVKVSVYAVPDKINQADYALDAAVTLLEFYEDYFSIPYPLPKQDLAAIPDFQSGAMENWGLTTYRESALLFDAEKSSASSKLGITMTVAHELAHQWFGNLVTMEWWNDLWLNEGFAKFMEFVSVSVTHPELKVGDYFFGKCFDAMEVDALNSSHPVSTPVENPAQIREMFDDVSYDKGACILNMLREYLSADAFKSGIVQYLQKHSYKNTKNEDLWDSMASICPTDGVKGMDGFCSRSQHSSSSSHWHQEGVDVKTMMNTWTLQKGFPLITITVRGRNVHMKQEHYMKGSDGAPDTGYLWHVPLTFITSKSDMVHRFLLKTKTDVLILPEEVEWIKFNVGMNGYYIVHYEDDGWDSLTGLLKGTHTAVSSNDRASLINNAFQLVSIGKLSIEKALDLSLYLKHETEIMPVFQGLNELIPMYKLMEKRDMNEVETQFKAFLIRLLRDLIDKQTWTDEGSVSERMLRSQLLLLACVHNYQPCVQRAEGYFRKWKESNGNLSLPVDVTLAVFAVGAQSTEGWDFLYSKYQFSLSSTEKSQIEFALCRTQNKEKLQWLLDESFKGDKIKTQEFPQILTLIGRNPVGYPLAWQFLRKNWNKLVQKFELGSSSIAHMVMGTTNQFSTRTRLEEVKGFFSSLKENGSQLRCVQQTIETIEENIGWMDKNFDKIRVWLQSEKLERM
# RAD52 inh = inhibitors of human RAD52 DNA annealing. inhibition, % at 18.7 µM. P43351. 0.46% of 360,000 active. recombinant RAD52 DNA annealing, FRET fluorescence. AID 651710;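 active means every replicate showing at least 50% inhibition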
# * marks the source's active call; other numbers are inactive results. This is a subset; count on the stated rates, not on these rows.
SMILES,PGC1a acetyl inh,ERAP1 inh,RAD52 inh
COc1cc2c(cc1OC)CN(C1CC(=O)N(c3c(C)cccc3C)C1=O)CC2 (stereo not drawn),1,-2,-15
O=C(O)CSCC(=O)Nc1ccc(C(F)(F)F)cc1,7,-2,-12
Oc1ccccc1/C=N/N1CCCCC1,-4,-4,-11
Cc1cc(C)c(C#N)c(SCc2cc3c(cc2Cl)OCO3)n1,4,-2,2
CCOC(=O)C1CCCN(Cc2cn[nH]c2-c2ccc(F)cc2F)C1 (stereo not drawn),5,-4,1
Cc1cc2nc(-c3ccc(SCc4ccc(C(=O)O)cc4)nc3)[nH]c2cc1C,-3,1,-41
Cc1onc(-c2c(Cl)cccc2Cl)c1C(=O)O/N=C(\C#N)c1ccccc1,13,1,6
CC12CCC(C(=O)Nc3nc4ccc(Br)cc4s3)(OC1=O)C2(C)C (stereo not drawn),0,-7,-3
O=C1/C(=C/c2ccccn2)COc2ccccc21,0,-1,-21
N#Cc1nnn(-c2cc(Cl)cc(Cl)c2)c1N,5,0,-3
Cc1ccc(N(CC(=O)NCCSc2ccccn2)S(C)(=O)=O)cc1,2,3,-9
CCc1cc(OCCN(C)C)ccc1Cl,0,-4,-5
COc1ccc(CNc2ccccc2SC)cc1OC,9,8,-3
CC1CC(C)CN(C(=O)C(C)N2CCN(S(=O)(=O)c3cccs3)CC2)C1 (stereo not drawn),6,-5,-8
O=C(C1CCCCC1)N(CCN1CCCC1)c1nc2ccccc2s1,9,-1,-34
Cc1ccccc1/C=N/Nc1nc2ccccc2[nH]1,10,-4,-5
C/C(Cn1cnc([N+](=O)[O-])n1)=N\NC(=O)c1ccccc1O,1,11,-11
CN(C)S(=O)(=O)Oc1cc(Cl)ccc1C(=O)Nc1ccc(F)cc1F,-12,1,2
COc1cccc(CC2(CO)CCCN(Cc3cn[nH]c3C3CCCCC3)C2)c1 (stereo not drawn),-9,-2,-18
CN(CC(=O)NCCc1ccc(F)cc1)Cc1cccc(Cl)c1,-7,2,-1
CCCC(c1nnnn1CC1CCCO1)N1CCN(c2ccccc2)CC1 (stereo not drawn),9,-1,-12
CCC(=O)/C(=C(/O)c1ccccc1)c1nc2ccccc2[nH]1,6,5,-7
O=C(/C=C/c1cn(-c2ccccc2)nc1-c1cccnc1)N1CCCCC1,-8,-3,1
O=C(Nc1ccc(-c2csnn2)cc1)C(Cl)(Cl)Cl,6,-9,-10
Cc1cc(CNC(=O)c2cc(-c3ccccc3)nc3ccccc23)nn1C,-2,4,-14
C=CCn1c(O)c(CN2CCCCC2)c(C)c(C#N)c1=O,3,11,-190
CC(=O)NNC(=S)NC(=O)c1ccccc1,-2,5,-29
CC1CSc2n(-c3cccc(C(F)(F)F)c3)cc(-c3ccccc3)[n+]21 (stereo not drawn),1,-1,-8
COc1ccc(C(=S)N2CCC(C(N)=O)CC2)cc1Br,2,-1,-10
Cc1nn2c(NCc3ccccn3)cc(C(C)C)nc2c1-c1ccccc1,7,3,-15
COc1cc(/C=C/C(=O)OCC(=O)NCCC2=CCCCC2)ccc1O,-3,-4,-10
O=C(O)CCn1c(=O)[nH]c(=O)n(CCC(=O)O)c1=O,-5,2,-2
O=C(CN1CCN(CC(=O)Nc2ccc(F)cc2)CC1)NCC1(N2CCOCC2)CCCCC1,6,-8,-2
CCOC(=O)c1nn(-c2ccccc2C)c(=O)c2c(N)scc12,8,2,-19
S=c1[nH]c2cc(Cl)ccc2s1,12,0,-16
Cc1cccc(Cn2cnc3c(N)c(C)c(C)cc32)c1,11,-1,-15

# 20 compounds out of the list, sorted by formula weight, falling.
SMILES,PGC1a acetyl inh,ERAP1 inh,RAD52 inh
O=C(CN1CCN(CC(=O)Nc2ccc(F)cc2)CC1)NCC1(N2CCOCC2)CCCCC1,6,-8,-2
CC1CC(C)CN(C(=O)C(C)N2CCN(S(=O)(=O)c3cccs3)CC2)C1 (stereo not drawn),6,-5,-8
COc1cccc(CC2(CO)CCCN(Cc3cn[nH]c3C3CCCCC3)C2)c1 (stereo not drawn),-9,-2,-18
CN(C)S(=O)(=O)Oc1cc(Cl)ccc1C(=O)Nc1ccc(F)cc1F,-12,1,2
CCCC(c1nnnn1CC1CCCO1)N1CCN(c2ccccc2)CC1 (stereo not drawn),9,-1,-12
CC1CSc2n(-c3cccc(C(F)(F)F)c3)cc(-c3ccccc3)[n+]21 (stereo not drawn),1,-1,-8
COc1cc(/C=C/C(=O)OCC(=O)NCCC2=CCCCC2)ccc1O,-3,-4,-10
O=C(C1CCCCC1)N(CCN1CCCC1)c1nc2ccccc2s1,9,-1,-34
COc1ccc(C(=S)N2CCC(C(N)=O)CC2)cc1Br,2,-1,-10
Cc1cc(CNC(=O)c2cc(-c3ccccc3)nc3ccccc23)nn1C,-2,4,-14
CN(CC(=O)NCCc1ccc(F)cc1)Cc1cccc(Cl)c1,-7,2,-1
CCOC(=O)c1nn(-c2ccccc2C)c(=O)c2c(N)scc12,8,2,-19
C/C(Cn1cnc([N+](=O)[O-])n1)=N\NC(=O)c1ccccc1O,1,11,-11
CCC(=O)/C(=C(/O)c1ccccc1)c1nc2ccccc2[nH]1,6,5,-7
C=CCn1c(O)c(CN2CCCCC2)c(C)c(C#N)c1=O,3,11,-190
O=C(O)CCn1c(=O)[nH]c(=O)n(CCC(=O)O)c1=O,-5,2,-2
Cc1cccc(Cn2cnc3c(N)c(C)c(C)cc32)c1,11,-1,-15
Cc1ccccc1/C=N/Nc1nc2ccccc2[nH]1,10,-4,-5
CC(=O)NNC(=S)NC(=O)c1ccccc1,-2,5,-29
S=c1[nH]c2cc(Cl)ccc2s1,12,0,-16

# (further entries)
SMILES,PGC1a acetyl inh,ERAP1 inh,RAD52 inh
CN(N)c1ccc2c(C(F)(F)F)cc(C(F)(F)F)nc2n1,1,-1,5
CC(=O)Nc1nc(C2CC2)cc(-c2ccccc2)c1C#N,-1,1,-3
Cc1ccc(NC(=O)CN2CCC(Cc3ccccc3)CC2)cc1S(=O)(=O)N(C)C,-3,-4,-3
Cc1cc(C)n(-c2ccc(Oc3ccccc3)c(S(=O)(=O)O)c2)n1,0,0,-16
COc1ccc(C(C(=O)NC2CCCC2)N(CC2CCCO2)C(=O)Cc2cccs2)cc1OC (stereo not drawn),4,-4,-13
CC(=O)Nc1ccc(NC(=S)NC(=O)/C=C/c2ccc(Cl)cc2)cc1,9,-1,0
O=C(CCn1nc(-c2ccc(Cl)cc2)c2ccccc2c1=O)Nc1cccnc1,-20,-1,-14
O=C(CCCn1c(SCc2cccc(F)c2)nc2ccccc2c1=O)NCC1CCCO1 (stereo not drawn),-13,6,4
O=S(=O)(N1CCCCC1)N1CCN(c2cc(Cl)ccc2Cl)CC1,1,-1,-2
O=Cc1cn(CC(=O)Nc2ccc3c(c2)OCO3)c2ccccc12,-2,3,-24
Cc1cc(C)c2c(=O)[nH]cnc2n1,-9,8,-14
C=C1c2ccccc2NC(=S)N1Cc1ccc2c(c1)OCO2,3,0,-13
CN(C)CCCn1c(SCCN2C(=O)c3ccccc3C2=O)nc2ccccc2c1=O,4,-3,-15
Nc1nc(NC(=O)/C=C\C(=O)O)nn1-c1ccccc1,5,2,-51
COc1ccc(OC)c(CNc2ccc(F)c(Cl)c2)c1,4,-6,-6
CN(Cc1ccccc1)C(=S)Nc1cccnc1,-5,-3,-10
CCCCc1ccc(/C=C(\C#N)C(N)=S)s1,0,3,-11
CCOC(=O)N1CCN(C(=S)NC2CCCC2)CC1,-1,0,-3
COC(=O)CC1C(=O)NCCN1C(=O)CSc1nc2ccccc2c(=O)n1CC(C)C (stereo not drawn),2,-1,-13
Cc1ccc(NC2=C(Cl)C(=O)OC2OC(=O)c2ccccc2)c(C)c1 (stereo not drawn),2,3,4
CC(c1ccccc1)c1nnc(N)s1 (stereo not drawn),-3,5,-11
Cc1cc2c(c(SCC(=O)NCc3ccc(Cl)cc3)n1)C(=O)OC2,-4,12,-14
CCCCNC(=S)N1CCn2cccc2C1c1ccc(F)cc1 (stereo not drawn),-4,-1,-59
CN(C)c1cccc(NC(=O)c2ccco2)c1,13,1,-4
COc1cc(OC)cc(C(=O)NCc2ccc(-n3cccc3)cc2)c1,0,6,-16
Cc1ccc(C(=O)NC(=S)NNC(=O)CC#N)cc1,8,0,-12
O=C(c1ccc(S(=O)(=O)Nc2ccc(F)cc2)cc1)N1CCN(c2ccccn2)CC1,-16,1,-3
COc1ccc(NS(=O)(=O)c2ccc(NC(=O)c3ccccc3)cc2)nn1,10,-2,-5
Cc1ccc2nc(C)c(C(=O)N/N=C/c3cccs3)n2c1,-3,11,-9
Cc1nn(Cc2cccc(C(N)=O)c2)c(C)c1Br,-8,-2,1
O=C(NCc1cccnc1)Nc1ccc2c(c1)OCO2,-2,2,-3
CCOc1ccc(NC(=O)COC(=O)C2(C)CC2(Cl)Cl)c([N+](=O)[O-])c1 (stereo not drawn),9,12,-6
Cc1cc(C)nc(N2CCC(C(=O)NCc3ccccc3F)CC2)n1,4,-4,-12
CC1(CCc2ccccc2)NC(=O)N(CC(=O)Nc2ccc(S(N)(=O)=O)cc2)C1=O (stereo not drawn),8,-4,-16
COc1ccccc1CNCC(=O)Nc1cc(S(=O)(=O)N2CCOCC2)ccc1Cl,4,3,-10
CSc1ccccc1NC(=O)Cn1ccsc1=N,1,12,-6
COc1cc(OC)c(OC)cc1CNCCSc1nnnn1C,1,-4,-14
Cc1ccc(S(=O)(=O)NN2C(=O)c3ccccc3NC2c2ccccn2)cc1 (stereo not drawn),-3,4,-5
Cc1cc(C)c(C2=CSC3=NS(=O)(=O)CCN23)c(C)c1,4,-3,-3
CCC(=O)Nc1nc2c(c(=O)[nH]1)CCCC2,-4,5,-13
COc1cccc(CNC(=O)CCC2CCCN(Cc3cc4ccccc4o3)C2)c1 (stereo not drawn),1,-3,-3
NS(=O)(=O)c1ccc(CCNC(=O)c2cc(-c3ccccn3)nc3ccc(Br)cc23)cc1,-1,1,-13
CCN(CC)C(=O)Nc1ccc(Br)cc1,-4,-2,-14
O=C(CN1CCOCC1)NNc1c2ccccc2nc2ccccc12,-13,0,15
CCOCCCNS(=O)(=O)c1ccc(NC(=O)c2ccc(OC)c([N+](=O)[O-])c2)cc1,-12,-5,4
CCN(CC)S(=O)(=O)c1ccc(C(=O)Nc2ccc(Cc3ccncc3)cc2)cc1,10,-3,-11
COc1ccc(C(=O)CSc2n[nH]c(=O)[nH]c2=O)cc1,4,6,-11
C[C@@H]1CCCCO[C@@H](CN(C)Cc2ccc(C(=O)Nc3ccccc3N)cc2)[C@@H](C)CN([C@H](C)CO)C(=O)c2cc(NS(=O)(=O)c3ccccc3)ccc2O1,7,-2,-13
CCOc1ccc(OCCSc2nc(N)cc(=O)[nH]2)cc1,5,3,-2
CCCCN(C(=O)CSc1nnc(-c2ccc(OC)cc2)n1C(C)C)c1c(N)n(Cc2ccccc2)c(=O)[nH]c1=O,7,1,-19
COC(=O)C(C)Sc1ccc2nnc(CCNS(=O)(=O)c3ccc(C)cc3)n2n1 (stereo not drawn),5,-4,-15
Cc1ccc(C)c(NC(=O)CN(C)C(=O)c2nn(C)c(=O)c3ccccc23)c1,6,-5,-16
COCC1CCN(C(=O)CCc2nnc(CCCCc3ccccc3)o2)CC1,-3,-2,-5
CN(Cc1cn(Cc2ccccc2)nc1-c1ccc2c(c1)OCO2)Cc1nccn1C,3,2,6
Cc1ccc(N=Nc2c(C)[nH]n(-c3ccccc3)c2=O)c(C)c1,4,0,-6
CNC(=S)N1CCc2cc(OC)c(OC)cc2C1COc1ccc(F)cc1 (stereo not drawn),-16,-7,-6
COCCNC(=O)C/C(C)=N/NC(=O)C(=O)NC1CCCCC1,2,-4,-6
COc1ccc(N(CC(=O)NCc2ccc(Cl)cc2)S(=O)(=O)c2ccccc2[N+](=O)[O-])c(OC)c1,-2,2,2
COCC#Cc1ccc(CC[C@H]2O[C@H]3CC[C@@H](CO)O[C@H]3C[C@@H]2n2cc(C3(O)CCCC3)nn2)cc1,-15,1,1
Cc1cccc(N2CCN(C(=O)C3CCN(S(=O)(=O)c4c(C)noc4C)CC3)CC2C)c1 (stereo not drawn),-3,0,-2
# (continued)
SMILES,PGC1a acetyl inh,ERAP1 inh,RAD52 inh
CC(=O)NCCNC(=O)c1ccc(NC2=NC3CS(=O)(=O)CC3S2)cc1 (stereo not drawn),-6,-6,-5
CCOC(=O)c1[nH]c(C)c(C(=O)OCC(=O)N(C)C2CCS(=O)(=O)C2)c1C (stereo not drawn),9,-3,2
COc1ccc(C(NC(=O)C2C3C=CC(C3)C2C(=O)O)c2ccccc2)cc1 (stereo not drawn),0,1,-9
Cc1ccc2nc(Cl)c(C3CC(c4ccco4)=NN3C(=O)CCCC(=O)O)cc2c1 (stereo not drawn),9,-2,-10
CC(C)C(Nc1ccc(S(=O)(=O)N2CCOCC2)cc1[N+](=O)[O-])C(=O)O (stereo not drawn),-2,2,-6
CC(C)[n+]1ccn(C2=C([O-])c3ccccc3C(=O)/C2=N\S(=O)(=O)c2ccccc2)c1,4,4,-4
O=C1CSC(=Nc2cccc(Cl)c2Cl)N1Cc1cccnc1,-10,-2,-6
COc1ccc(NCc2nnc(SCC(=O)NNC(=O)c3ccc(C)cc3)n2C)cc1,8,0,10
